TNAP inh hi DEA: inhibitors of human TNAP at high phosphate acceptor concentration | P05186 | purified TNAP, CDP-star luminescence, 1 M DEA | inhibition, % at 20 µM | actives 0.03% (n = 200,000) | AID 1135;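 active means over 50% inhibition of tissue-nonspecific alkaline phosphatase at 20 µM in the single-dose screen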;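 further: plate controls were DMSO wells for no effect and EDTA-quenched wells as full inhibition for full effect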
Target sequence (P05186 whole entry, looked up): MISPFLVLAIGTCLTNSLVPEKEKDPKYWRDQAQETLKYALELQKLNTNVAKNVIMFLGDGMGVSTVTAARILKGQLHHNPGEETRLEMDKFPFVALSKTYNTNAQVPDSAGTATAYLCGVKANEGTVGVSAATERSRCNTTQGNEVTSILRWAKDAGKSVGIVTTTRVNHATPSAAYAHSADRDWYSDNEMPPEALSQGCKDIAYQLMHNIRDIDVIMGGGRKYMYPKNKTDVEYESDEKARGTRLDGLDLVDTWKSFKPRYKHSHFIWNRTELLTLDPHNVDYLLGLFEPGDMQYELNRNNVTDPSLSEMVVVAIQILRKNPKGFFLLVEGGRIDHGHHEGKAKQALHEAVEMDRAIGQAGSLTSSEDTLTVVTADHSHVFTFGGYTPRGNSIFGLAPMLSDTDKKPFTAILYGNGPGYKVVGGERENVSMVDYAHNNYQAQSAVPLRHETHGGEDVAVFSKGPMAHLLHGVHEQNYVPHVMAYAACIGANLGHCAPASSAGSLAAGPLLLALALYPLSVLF
PMI activator: activators of human phosphomannose isomerase; activation factor at 20 µM; actives 0.005% (n = 190,000); purified human PMI, coupled resazurin fluorescence, 20 min; hits give high values; 1 = vehicle control, 0 substrate-free wells;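 active means activation factor of 2 or more at 20 µM, relative to plate controls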
Target sequence (P34949 whole entry, looked up): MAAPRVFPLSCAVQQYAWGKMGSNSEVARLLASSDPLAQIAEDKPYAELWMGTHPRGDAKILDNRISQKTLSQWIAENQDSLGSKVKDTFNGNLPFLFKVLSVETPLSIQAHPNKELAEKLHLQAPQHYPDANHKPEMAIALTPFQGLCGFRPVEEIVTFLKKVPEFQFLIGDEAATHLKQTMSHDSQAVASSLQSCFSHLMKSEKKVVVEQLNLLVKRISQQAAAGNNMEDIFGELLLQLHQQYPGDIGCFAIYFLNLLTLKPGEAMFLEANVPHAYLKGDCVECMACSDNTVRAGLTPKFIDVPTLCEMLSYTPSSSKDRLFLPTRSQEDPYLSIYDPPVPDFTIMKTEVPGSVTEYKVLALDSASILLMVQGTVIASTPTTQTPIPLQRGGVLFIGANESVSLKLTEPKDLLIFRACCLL
TNAP inh no acc: inhibitors of human TNAP without phosphate acceptor | purified TNAP, CDP-star luminescence, 30 min | P05186 | actives 0.26% (n = 200,000) | inhibition, % at 20 µM;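 active means tissue-nonspecific alkaline phosphatase inhibition above about 50% at 20 µM in the single-dose screen, limit read from the data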;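 further: 0% = DMSO negative control and 100% = EDTA positive control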
PMI act satM6P: increases human PMI activity with near-saturating mannose 6-phosphate; coupled PMI enzyme assay, resazurin fluorescence, 20 min; hits give high values; 1 = untreated enzyme, 0 = substrate-free blank; activation factor at 20 µM; P34949; actives 0.34% (n = 190,000);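 active means activation factor of 2 or more at 20 µM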
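Material: human phosphomannose isomerase with PGI, G6PDH, diaphorase coupling enzymes / Reagent: Man-6-P substrate 1.0 mM / Dosing: single compound dose of 20 µM, 1% DMSO final / Incubation: enzyme reaction with compound 20 min at room temperature / Signal: resorufin fluorescence (Ex 544/Em 590 nm) from resazurin via diaphorase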
TNAP act hi DEA: increases human TNAP activity under high phosphate acceptor concentration. 200,000 tested, under 10 active. purified TNAP, CDP-star luminescence, 1 M DEA, 30 min; hits give high values; 0 = EDTA background, 1 = DMSO-only activity. P05186. AID 1136. activation factor at 20 µM;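 active means activation factor at least 2 at 20 µM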
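Test system – human TNAP · Doses – 20 µM single point · Incubation – 30 min, room temperature · Signal – luminescent substrate turnover signal · Read-out basis – activation factor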
Diaphorase act: diaphorase activation or chemical reduction counter-screen. Diaphorase/resazurin coupled assay, resorufin fluorescence, 16 min; hits give high values; 1 = vehicle wells, 0 = NADH-free wells. activation factor at 20 µM. actives 0.005% (n = 190,000). AID 1229;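 active means diaphorase activity raised at least twofold by the compound at 20 µM; inactive means activation factor below 2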
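Test system: Clostridium kluyveri diaphorase, purified enzyme. Buffer or medium: 50 mM HEPES pH 7.4 buffer plus MgCl2 and Tween 20. Also added: 0.114 mM NADH and 0.1 mM resazurin, final amounts. Dosing: compound 20 µM once, DMSO 1%. Schedule: 16 min enzyme reaction, ambient temperature. Detection: fluorescence of resorufin, 544 nm excitation, 590 nm emission.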
bIAP inhibitor: intestinal alkaline phosphatase (bovine) inhibition; 190,000 tested, under 10 active; inhibition, % at 20 µM; purified bovine IAP, CDP-star luminescence, 30 min; AID 1019;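 active means over 50% inhibition of intestinal alkaline phosphatase at 20 µM in the single-dose screen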
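Assay system – bovine IAP enzyme · Quantity – bovine IAP at 1/65,000,000 final dilution · Detection – CDP-star luminescence signal · Times – 30 min reaction at room temperature · Also added – CDP-star substrate at 30 µM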
L major viab: Leishmania major promastigote growth inhibition. AID 1063. inhibition, % at 10 µM. actives 9% (n = 200,000). Leishmania major promastigotes, resazurin fluorescence viability; in the data active means inhibition above about 50%;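 further: promastigotes grown with compound for 44 hours at 28 °C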
Diaphorase inh: counter-screen for diaphorase-based assays: diaphorase inhibitors and chemical oxidizers; diaphorase resazurin-to-resorufin fluorescence, NADH, 16 min; bacterial (C. kluyveri) enzyme, not human; inhibition, % at 20 µM; actives 0.69% (n = 190,000);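 active means primary screen inhibition at 20 µM above a set limit, cut at about 50% in these data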;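 further: plate controls were DMSO with full reaction for no effect and wells lacking NADH for full effect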
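Test system: diaphorase enzyme from Clostridium kluyveri; amount: diaphorase at 0.14 U/mL in enzyme working solution; detection: fluorescence of resorufin formed from resazurin, Ex 544/Em 590 nm; times: reaction incubation of 16 min at room temperature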
bIAP act: intestinal alkaline phosphatase (bovine) activation. purified bovine IAP, CDP-star luminescence, 30 min; hits give high values; fold of DMSO-control signal, blank-subtracted. activation factor at 20 µM. AID 1016. actives 0.17% (n = 200,000);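 active means activation factor of 2 or more at 20 µM, a signal rise over negative controls twice the positive control's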
The depositor's hits bear a star.

Molecule	TNAP inh hi DEA	PMI activator	TNAP inh no acc	PMI act satM6P	TNAP act hi DEA	Diaphorase act	bIAP inhibitor	L major viab	Diaphorase inh	bIAP act
C[N+]1(CC(=O)NNc2c3ccccc3nc3ccccc23)CCOCC1	15	0.9	12	1	0.8	1.1	29	1	-5	0.7
Cc1ccc(NC(=S)NNC(=O)c2ccc(N3CCOCC3)c([N+](=O)[O-])c2)cc1C	1	1	-86	1	1	1	8	3	0	0.9
Cc1ccc(N2CCN(CC(O)COC3CCCCC3)CC2)cc1 (centres undefined)	-4	0.9	-4	0.9	1	0.9	2	97*	12	1
CCC(=O)N1N=C(c2c(-c3ccccc3)c3cc(Cl)ccc3[nH]c2=O)CC1c1ccco1 (centres undefined)	1	0.9	-8	1	1	1.1	25	19	-7	0.7
CCN(CC)S(=O)(=O)c1ccc(NC2CCCc3ccccc32)nc1 (centres undefined)	-2	0.9	-32	0.9	1	0.9	8	-4	13	0.9
CC(C)=CCCC(C)CN1CCC(N2CCC(C(=O)NC(C)C)CC2)CC1 (centres undefined)	-2	0.9	-11	1	1	0.9	-11	83*	9	1.1
COc1cccc(C2C(C(N)=O)=C(C)Nc3nc(-c4cccc(Cl)c4)nn32)c1 (centres undefined)	2	1	46	1	1	0.9	-4	6	8	1
CCc1ccc(-c2nnn(CCC(=O)OC)n2)cc1	-4	0.9	-4	1	1	0.9	-6	-9	7	1.1
COc1ccccc1N1CCN(C(=O)CSc2nc3ncnc(N)c3[nH]2)CC1	-6	1	60*	1.1	1.1	0.8	-11	-1	16	1.1
CCOc1ccccc1NC(=O)C1CCCN(S(=O)(=O)c2c(C)[nH]c(=O)[nH]c2=O)C1 (centres undefined)	1	1	-6	1	1	0.9	8	-5	6	0.9

Other compounds follow:
Molecule	TNAP inh hi DEA	PMI activator	TNAP inh no acc	PMI act satM6P	TNAP act hi DEA	Diaphorase act	bIAP inhibitor	L major viab	Diaphorase inh	bIAP act
CC(C)NC(=O)COc1ccc(Cl)cc1Cl	-8	1.1	11	1.1	1.1	0.9	16	-1	9	0.8
Cc1nc2ccc(C(=O)c3ccccc3)cc2[nH]1	-1	0.8	-12	0.9	1	0.8	4	17	17	1
COc1ccc(C)cc1NC(=O)Nc1ccccc1SC	-3	0.9	-7	0.9	1	0.8	-7	10	19	1.1
CCCCNC(=S)N/N=C/c1cc(C)ccc1C	-1	0.8	-8	0.8	1	0.8	14	-4	25	0.9
CCn1c(COc2ccccc2)nnc1SCC(=O)C(C)(C)C	-4	1	-8	1	1	1	-11	-1	1	1.1
O=C(Nc1ccc2c(c1)nc1n2CCOC1)c1ccco1	-8	1	-17	0.9	1.1	0.9	11	-4	9	0.9
CN1C(=O)c2ccccc2OC1(C)Cc1ccccc1 (centres undefined)	-2	1	-14	1	1	0.8	6	-7	17	0.9
Cc1cc(NC(=O)CSc2nnc(-c3ccco3)n2Cc2ccccc2)no1	1	1	-4	0.9	1	0.9	-10	2	14	1.1
C[N+]1(CC(=O)OC2CCCCCCCCCCC2)CCCC1	-8	0.6	-16	1.2	1.1	0.9	7	100*	7	0.9
COc1cccc2cc(/C(=N/O)c3ccc(Br)cc3)oc12	-2	0.9	-7	0.9	1	0.9	0	-6	6	1

The list goes on:
Molecule	TNAP inh hi DEA	PMI activator	TNAP inh no acc	PMI act satM6P	TNAP act hi DEA	Diaphorase act	bIAP inhibitor	L major viab	Diaphorase inh	bIAP act
COC1(OC)C(/C=C/c2ccc(Cl)cc2)C(C#N)(C#N)C1(OC)OC (centres undefined)	0	1.1	-7	1.1	1	0.8	-3	85*	22	1
O=C(c1cccs1)N(Cc1ccco1)C1CCS(=O)(=O)C1 (centres undefined)	-6	1	-10	1	1.1	0.9	4	-7	9	1
CC(C)C(=O)NC(Nc1cccc2cccnc12)C(Cl)(Cl)Cl (centres undefined)	0	0.9	-3	0.6	1	0.9	6	22	13	0.9
O=C(NC1CCCC1)C(c1cccs1)N(C(=O)c1ccno1)c1ccccc1 (centres undefined)	-3	0.9	-11	1	1	0.9	6	3	8	0.9
Cc1cc2c(c(=O)o1)C(C1C=CCCC1)C(C#N)=C(N)O2 (centres undefined)	-3	0.9	-6	1	1	0.9	0	-3	10	1
O=C(CCCN1C(=O)/C(=C/c2ccccc2Cl)SC1=S)NNC(=O)c1ccccc1	4	0.9	-69	0.9	1	0.9	-6	29	8	1.1
CCn1c(SCC(=O)C(C)(C)C)nnc1-c1cccnc1	-3	1	-10	1	1	1	3	-3	0	1
CCOC(=O)c1nc(C)n(-c2cc(Cl)cc(Cl)c2)n1	-2	0.9	-11	1	1	0.9	7	-8	13	0.9
CCCn1c(C)cc(C(=O)COC(=O)c2nccnc2N)c1C	-3	1	-11	0.9	1	0.9	-14	3	13	1.1
c1ccc2c(c1)ncn2CCCCOc1ccc2c(c1)CCC2	-6	1	-26	1	1.1	1	-12	56*	0	1.1

(list continues)
Molecule	TNAP inh hi DEA	PMI activator	TNAP inh no acc	PMI act satM6P	TNAP act hi DEA	Diaphorase act	bIAP inhibitor	L major viab	Diaphorase inh	bIAP act
O=C(/C=C/c1ccc(Cl)cc1Cl)c1ccc[nH]1	-5	0.9	-10	0.9	1	0.7	2	27	25	1
O=C(COC(=O)c1c(Cl)cccc1Cl)NC1CCCCC1	-1	1	-9	1	1	0.9	5	11	6	0.9
Cc1ccc2nc(N(CCCN(C)C)C(=O)c3ccc(S(=O)(=O)N(C)C)cc3)sc2c1	-5	1.1	-5	1	1	0.9	3	37	11	1
CC(C)N1CCC(NC(=O)Nc2ccccc2)CC1	-1	0.9	-5	1	1	1	1	-2	2	1
Cc1ccc(NC(=O)CSc2nnc(-c3n[nH]c4ccccc34)n2-c2ccccc2)c(C)c1	-4	0.9	-23	1	1	0.9	7	53*	14	0.9
COc1ccc([N+](=O)[O-])cc1CSc1ccccn1	0	1	-3	1	1	1	13	-9	1	0.9
O=C1CC(c2cccs2)c2ccc3ccccc3c2N1 (centres undefined)	-2	1	-15	0.9	1	0.9	-4	6	6	1
COc1ccc([N+](=O)[O-])cc1CSc1nnc(NC(C)=O)s1	-4	1.2	-1	1.1	1	1	4	0	-1	1
CCOC(=O)C1=C(CC)OC(N)=C(C#N)C1c1ccc(OC)c(C)c1OC (centres undefined)	2	0.9	-3	0.9	1	0.8	5	-1	17	1
N#C/C(=C/c1ccc(Sc2nc3ccccc3[nH]2)o1)c1cccc(Br)c1	-5	0.8	-23	0.8	1	0.8	2	21	21	1

Next records:
Molecule	TNAP inh hi DEA	PMI activator	TNAP inh no acc	PMI act satM6P	TNAP act hi DEA	Diaphorase act	bIAP inhibitor	L major viab	Diaphorase inh	bIAP act
C/C(=N\NC(=O)CSCc1ccccc1Br)c1cccc([N+](=O)[O-])c1	0	1	-11	1	1	0.9	3	-8	5	1
CC1(C)CC(=O)C([N+](=O)[O-])=C(NCCCO)C1	-4	0.9	-4	1	1	1	-10	-5	-1	1.1
Cc1ccc(S(=O)(=O)N2CCN(CC(=O)N/N=C\C(Cl)=C\c3ccccc3)CC2)cc1	1	0.8	-6	0.9	1	0.8	-4	16	19	1
CCOc1ccccc1Oc1coc2cc(OC(=O)c3ccco3)ccc2c1=O	-8	0.9	-5	1	1.1	0.9	17	-8	15	0.8
CCC(=O)Nc1ccc(S(=O)(=O)Nc2ccc(Cl)nn2)cc1	-1	1.1	0	1	1	1	-12	48	4	1.1
CCOC(=O)c1[nH]c2ccc(OC)cc2c1NC(=O)c1ccc2c(c1)OCO2	2	0.9	-6	1	1	0.9	5	39	8	0.9
COc1ccccc1N(C)S(=O)(=O)c1ccc(C(=O)NCC(C)C)cc1	-6	1	-7	1	1.1	1.1	-3	93*	-7	1
N#Cc1ccccc1Sc1ccccc1C(=O)OCC(=O)NC1CCCCC1	-3	1.1	-6	1.2	1	1.1	10	-4	-10	0.9
Cc1c(CNCc2cccs2)c(C(=O)O)c(C)n1Cc1ccccc1	-4	0.9	-5	0.8	1	0.9	2	-8	12	1
Cc1cc(C(=O)CSc2nc3ccc(Cl)cc3[nH]2)c(C)n1CC1CCCO1 (centres undefined)	-5	0.9	-11	1	1	0.9	-18	5	14	1.2

Next structures.
Molecule	TNAP inh hi DEA	PMI activator	TNAP inh no acc	PMI act satM6P	TNAP act hi DEA	Diaphorase act	bIAP inhibitor	L major viab	Diaphorase inh	bIAP act
O=C(Cc1cccs1)Nc1nnc(-c2ccccc2)s1	1	1.1	-10	1.1	1	1.2	1	-2	-23	1
CCn1c(=O)cc(SCC(=O)N2CCOCC2)c2ccccc21	0	1	-10	1	1	1	-6	-2	-4	1.1
CCN(CC)c1ccc(/C=N/NC(=O)Nc2nonc2N)cc1	-8	1.5	-1	1.5	1.1	1.1	38	-3	-11	0.6
CCOc1ccc(NC(=O)CCS(=O)(=O)c2ccc3c(c2)CCCN3C(C)=O)cc1	-3	0.9	-11	0.9	1	0.9	12	-5	8	0.9
CC1=NN(c2ccccc2)C(=O)/C1=C\c1ccc(Oc2ccc([N+](=O)[O-])cc2[N+](=O)[O-])cc1	0	0.8	-11	0.6	1	0.6	12	46	37	0.9
COCCOC(=O)c1[nH]c2c(c1C)C(=O)CC(c1ccco1)C2 (centres undefined)	-4	0.9	-14	1	1	0.8	3	32	19	1
CCOC(=O)c1sc2nc(CSc3ccccc3Cl)[nH]c(=O)c2c1C	0	0.9	0	0.9	1	0.9	34	22	6	0.7
COc1ccc(NC(=O)CCCc2c[nH]c3ccccc23)cc1OC	3	0.9	-14	1	1	0.9	11	48	11	0.9
Cc1nnc(SCSc2nnc(C)s2)s1	-7	1	-18	0.9	1.1	0.7	16	-6	28	0.8
Cc1ccc(-c2nnc3sc(-c4ccncc4)nn23)cc1	1	0.9	-5	1	1	0.9	5	13	14	0.9
Cc1ccc(-c2noc(CNc3ccccc3)n2)cc1	2	1	-5	1	1	0.9	5	36	14	0.9

Filtered by structure, those above containing a thiophene ring, fused or not.
Molecule	TNAP inh hi DEA	PMI activator	TNAP inh no acc	PMI act satM6P	TNAP act hi DEA	Diaphorase act	bIAP inhibitor	L major viab	Diaphorase inh	bIAP act
O=C(c1cccs1)N(Cc1ccco1)C1CCS(=O)(=O)C1 (centres undefined)	-6	1	-10	1	1.1	0.9	4	-7	9	1
O=C(NC1CCCC1)C(c1cccs1)N(C(=O)c1ccno1)c1ccccc1 (centres undefined)	-3	0.9	-11	1	1	0.9	6	3	8	0.9
O=C1CC(c2cccs2)c2ccc3ccccc3c2N1 (centres undefined)	-2	1	-15	0.9	1	0.9	-4	6	6	1
Cc1c(CNCc2cccs2)c(C(=O)O)c(C)n1Cc1ccccc1	-4	0.9	-5	0.8	1	0.9	2	-8	12	1
O=C(Cc1cccs1)Nc1nnc(-c2ccccc2)s1	1	1.1	-10	1.1	1	1.2	1	-2	-23	1
CCOC(=O)c1sc2nc(CSc3ccccc3Cl)[nH]c(=O)c2c1C	0	0.9	0	0.9	1	0.9	34	22	6	0.7
